Compound activity as filed in PubChem BioAssay.
CHX counter: affects cycloheximide protein synthesis inhibition readout, counter-screen. cell reporter, cycloheximide protein synthesis inhibition counterscreen. max response, %. 300,000 tested, 12% active. AID 2314; in the data active means max response mostly above about 13%, no sharp cut-off; inactive means mostly below about 14%; further: read at 38.3 µM for the half of the compounds with a filed dose; 0% is about no effect
HCV inhibitor: HCV inhibition; Huh7.5.1 HCVcc-Cre infection, luciferase reporter, 44 h; Potency, µM (top dose mostly 41.8 µM), inactives show at the highest dose activity change, negative = inhibition, usual class: inhibitors; 340,000 tested, 3.4% active; AID 651820; further: potency means the concentration at half of the fitted maximal effect; on the % scale 0 is the no-effect control and ±100 the full control effect
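1,000 cells/well; 4 h culture; + compound; + HCVcc-Cre (~0.5 moi); 44 h; luciferase substrate, RT 15 min; read 15 sec.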
Pf growth 96h: P. falciparum growth inhibition at 96 hours | AID 504834 | Potency, µM (series often up to 28.7 µM), without a hit: at the highest dose activity change, negative = inhibition, most hits filed as inhibitors | 320,000 tested, 6.9% active | P. falciparum luciferase reporter growth, 96 h; further: potency means the concentration at half of the fitted maximal effect; on the % scale 0 is the no-effect control and ±100 the full control effect
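Delayed-death screen, second-generation endpoint: infected erythrocytes, 2% hematocrit, 0.05% parasitemia final; 96 hours at 37 C, 5% CO2; luciferase detection reagent; luminescence decrease equals reduced growth.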
Shiga toxin inh: inhibitors of Shiga toxin in Vero cells. 290,000 tested, 9.2% active. inhibition, % at 38.7 µM. Vero cells, Shiga toxin protein synthesis inhibition reporter; in the data active means inhibition mostly above about 28%, no sharp cut-off; inactive means mostly below about 43%; further: 0% is about no effect
Pf growth 48h: P. falciparum growth inhibition at 48 hours (one generation); P. falciparum luciferase growth in erythrocytes, 48 h; Potency, µM (series often up to 28.7 µM), without a hit: at the top dose activity change, negative = inhibition, usual class: inhibitors; 310,000 tested, 5.9% active; further: potency means the concentration at half of the fitted maximal effect; on the % scale 0 is the no-effect control and ±100 the full control effect
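Compounds are pin-transferred into medium, infected erythrocytes (2% hematocrit, 0.1% parasitemia final) are added, and plates sit one parasite generation at 37 C in 5% CO2. Detection reagent is then added and luminescence measured.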
Giardia FBPA inh: Giardia lamblia aldolase inhibition. AID 2451. Potency, µM (highest dose often 59.6 µM), inactives show top-dose activity, negative = inhibition, usual class: inhibitors. 290,000 tested, 0.71% active. purified Giardia FBPA. A8B2U2; further: potency means the concentration at half of the fitted maximal effect; on the % scale 0 is the no-effect control and ±100 the full control effect; nearly all actives have a fitted effect of over 55% in size
Target sequence (A8B2U2 whole entry, looked up): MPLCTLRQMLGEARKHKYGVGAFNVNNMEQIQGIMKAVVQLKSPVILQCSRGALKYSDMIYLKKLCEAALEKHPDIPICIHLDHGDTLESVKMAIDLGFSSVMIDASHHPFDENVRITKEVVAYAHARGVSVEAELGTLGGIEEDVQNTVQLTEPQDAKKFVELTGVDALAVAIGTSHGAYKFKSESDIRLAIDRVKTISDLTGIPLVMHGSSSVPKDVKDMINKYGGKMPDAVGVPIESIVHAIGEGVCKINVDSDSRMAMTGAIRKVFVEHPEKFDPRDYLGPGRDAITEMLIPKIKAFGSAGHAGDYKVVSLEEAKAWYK
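40 nM FBPA preincubated 10 min at RT with compound (up to 57.5 uM final), then substrate plus GAPDH/TPI/NAD/arsenate coupling and diaphorase/resazurin added. Fluorescence read after 20 min at RT, 525/598 nm.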
* = called active by the depositor; u = inconclusive; x = not tested or not shown; & = joins results of further samples; [ ] = remark or other dose. Unless noted, the call rests on the fitted dose curve; in most records, active means well fitted curve in the direction sought with a large enough effect; inconclusive means small, poorly fitted or top-dose-only effect, or another doubt; inactive means no such curve, though single readings can be large; an effect the other way counts as inactive or inconclusive. The order is random; 24% or so of the library scored in one or more.

Short forms: A = CHX counter; B = HCV inhibitor; C = Pf growth 96h; D = Shiga toxin inh; E = Pf growth 48h; F = Giardia FBPA inh
CC(=O)N1CCN(c2ccc(NC(=O)c3ccco3)cc2Cl)CC1
  A = 17*	B = 14%	C = u	D = 43*	E = 38%[activator]	F = x
O=C(Nc1ccc(OC(=O)c2ccccc2)c(-c2nc3ccccc3s2)c1)c1ccccc1
  A = -2	B = -30%	C = 24%	D = 12	E = 33%[activator]	F = 4%
COc1ccc(OC)c(NC(=O)CN(Cc2ccc(Cl)cc2)S(C)(=O)=O)c1
  A = -2	B = -2%	C = -3%	D = -6	E = -4%	F = -10%
O=C(CN1c2ccccc2S(=O)(=O)c2ccccc21)NCc1ccccc1
  A = -6	B = -17%	C = -8%	D = -12	E = u	F = -2%
COc1ccccc1Nc1ccc(C(=O)NC2CCCCC2)cn1
  A = 19*	B = u	C = u	D = 31*	E = -17%	F = -5%
C/C(=N\S(=O)(=O)c1ccc(C)cc1)N1CCCCC1
  A = -1	B = 4%	C = 12µM*	D = 18	E = 1%	F = 7%
CCOC(=O)c1c(CN(C)C)n(C)c2ccc(OC(C)=O)cc12
  A = -2	B = 6%	C = 4%	D = -12	E = 17%	F = -12%
CN(C)c1ccc(C(CNC(=O)c2cccs2)N(C)C)cc1 (stereo unspecified)
  A = 50*	B = 5%	C = 42%[activator]	D = 51*	E = 83%[activator]	F = 5%
C/C(=N\Nc1nnc(C)c(=O)[nH]1)C(=O)O
  A = 1	B = 0%	C = u	D = 7	E = u	F = 3.5µM*
COc1ccc(OC)c(C2=Nn3c(nnc3-c3cc(OC)ccc3OC)SC2)c1
  A = 12	B = x	C = x	D = -5	E = x	F = -11%
CCC(CC)COC(=O)C1=C(C)NC(=O)NC1c1ccc(N(C)C)cc1 (stereo unspecified)
  A = -2	B = u	C = u	D = -9	E = 3%	F = 2%
Cc1cccc(OCc2nnc(SCC(=O)Nc3ccc(C)c(C)c3)o2)c1
  A = -3	B = 6%	C = 92%[activator]	D = -3	E = -21%	F = -1%
CCCOC(=O)c1ccc(Oc2coc3c(CN(CC)CC)c(O)ccc3c2=O)cc1
  A = -1	B = u	C = 12µM*	D = 10	E = u	F = 9%
CCOc1ccc(-n2ccc(=O)c(C(=O)Nc3ccc(S(=O)(=O)N4CCOCC4)cc3)n2)cc1
  A = -5	B = 10%	C = 19%	D = -5	E = 12%	F = 2%
O=C(CSC(=S)N1CCCC1)Nc1ncc(Cl)cc1Cl
  A = x	B = 4%	C = 1%	D = x	E = 0%	F = x

Pulled by compound from the list above:
Short forms: A = CHX counter; B = HCV inhibitor; C = Pf growth 96h; D = Shiga toxin inh; E = Pf growth 48h; F = Giardia FBPA inh
COc1ccccc1Nc1ccc(C(=O)NC2CCCCC2)cn1
  A = 19*	B = u	C = u	D = 31*	E = -17%	F = -5%
CCOC(=O)c1c(CN(C)C)n(C)c2ccc(OC(C)=O)cc12
  A = -2	B = 6%	C = 4%	D = -12	E = 17%	F = -12%
COc1ccc(OC)c(C2=Nn3c(nnc3-c3cc(OC)ccc3OC)SC2)c1
  A = 12	B = x	C = x	D = -5	E = x	F = -11%
CCOc1ccc(-n2ccc(=O)c(C(=O)Nc3ccc(S(=O)(=O)N4CCOCC4)cc3)n2)cc1
  A = -5	B = 10%	C = 19%	D = -5	E = 12%	F = 2%
O=C(CN1c2ccccc2S(=O)(=O)c2ccccc21)NCc1ccccc1
  A = -6	B = -17%	C = -8%	D = -12	E = u	F = -2%

The list continues.
Short forms: A = CHX counter; B = HCV inhibitor; C = Pf growth 96h; D = Shiga toxin inh; E = Pf growth 48h; F = Giardia FBPA inh
CN(C)C1(CNC(=O)c2ccc(NS(=O)(=O)c3ccc(Cl)c(Cl)c3)cc2)CCCCC1
  A = x	B = u	C = 13µM*	D = x	E = 12µM*	F = x
COc1cccc(C2NC(=O)CCC2[N+](=O)[O-])c1OC (stereo unspecified)
  A = -2	B = 8%	C = 41%[activator]	D = -1	E = 3%	F = 5%
O=C(O)c1cc(Cl)ccc1-c1ccc(/C=C/c2cc(C(F)(F)F)[nH]c(=O)n2)o1
  A = -2	B = 20%	C = 9.3µM*	D = -7	E = 9%	F = 10%
COc1ccccc1CCc1nnc(CCC(=O)NC(C)Cc2cccs2)o1 (stereo unspecified)
  A = -1	B = 3%	C = -6%	D = -14	E = -3%	F = 1%
Cc1cccc(C(=O)Nc2cccc(C(=O)N/N=C/c3ccccn3)c2)c1
  A = 13*	B = -12%	C = 2%	D = 19	E = u	F = 6%
Cn1nccc1C(=O)Nc1cccc(S(=O)(=O)N2CCOCC2)c1
  A = 12	B = 5%	C = 26%	D = -32	E = 21%	F = x
NC(=S)NC1CC2C=CC1C2 (stereo unspecified)
  A = -2	B = -7%	C = 40%[activator]	D = -6	E = 76%[activator]	F = -5%
CCOC(=O)C(CC)Sc1nnc2c3cc(C)ccc3n(C)c2n1 (stereo unspecified)
  A = 12	B = u	C = 31%[activator]	D = 45	E = -1%	F = -7%
CCN(CC)CCCNC(=O)C1CCN(C(=O)c2oc3cc4sc(N(C)C)nc4cc3c2C)CC1
  A = 19*	B = u	C = 12µM*	D = 24	E = -17%	F = -17%
Cc1ccc(N2CN(S(=O)(=O)c3cccc([N+](=O)[O-])c3)c3nc4ccccc4nc32)cc1
  A = -2	B = -1%	C = u	D = -21	E = -21%	F = x
CCC(C(=O)N1CCc2ccccc2C1)n1nc(C)n2c(cc3occc32)c1=O (stereo unspecified)
  A = -3	B = 2%	C = -40%	D = -10	E = u	F = 3%
CCC(C)N(C(=O)CSc1nc(C)c(C)c(C)c1C#N)C1CCS(=O)(=O)C1 (stereo unspecified)
  A = x	B = u	C = u	D = x	E = u	F = x
CCCN1CCN(S(=O)(=O)c2ccc(-n3cnnn3)cc2)CC1
  A = -1	B = 14%	C = -9%	D = -7	E = 15%	F = x
COc1ccccc1CC(=O)Nc1ccc(Cl)cc1C(=O)O
  A = -1	B = 13%	C = 43%[1.15 µM]	D = -15	E = 10%	F = u
CCOC(=O)CN1NC2(CCCCCCC2)NC1=S
  A = 2	B = 2%	C = 23%	D = 13	E = -25%	F = -2%

Carrying on:
Short forms: A = CHX counter; B = HCV inhibitor; C = Pf growth 96h; D = Shiga toxin inh; E = Pf growth 48h; F = Giardia FBPA inh
Cc1oc(-c2ccc(Cl)cc2)nc1CS(=O)CC(=O)NCCCN1CC(C)CC(C)C1 (stereo unspecified)
  A = -1	B = u	C = u	D = 4	E = u	F = 15%
CCOC(=O)c1cnc2ccc(C)cc2c1OCc1cc(F)cc(F)c1
  A = -4	B = -16%	C = u	D = 18	E = x	F = 9%
O=C(c1ccc(F)cc1)c1ccc(N2CCCC2)cc1
  A = 63*	B = u	C = u	D = 151*	E = u	F = 1%
CCCCCCC(=O)N/N=C/c1c(O)n(C2CC2)c(=S)[nH]c1=O
  A = 1	B = 15%	C = u	D = 41	E = u	F = -28%
CSc1ncc(/C=C2/C(=O)NC(=O)N(c3ccc(C)cc3)C2=O)cn1
  A = 8	B = 19%	C = 51%[activator]	D = -12	E = 5%	F = 0%
CC(C)CCn1c(Oc2ccccc2Cl)nc2c1c(=O)n(C)c(=O)n2C
  A = -6	B = u	C = u	D = 13	E = u	F = x
CCc1cccc(NC(=O)Cn2c(=O)oc3cc(S(=O)(=O)N4CCOCC4)ccc32)c1
  A = 4	B = u	C = u	D = 7	E = x	F = -9%
CCOC(=O)N1CCN(S(=O)(=O)N2CCCC(C(=O)NCc3ccccc3OC)C2)CC1 (stereo unspecified)
  A = -2	B = -4%	C = u	D = 10	E = -20%	F = x
C=C1CCC2C(C)(C)[C@@H](O)CC[C@@]2(C)[C@@H]1COc1ccc2ccc(=O)oc2c1 (stereo partly specified)
  A = -6	B = u	C = 5.2µM*	D = 2	E = 12µM*	F = -13%
O=C(CNC(=O)c1ccccc1F)OCCOc1cccc(Cl)c1
  A = x	B = 7%	C = 16%	D = x	E = u	F = x
COc1ccccc1C(=O)Nc1ccc(OCC(=O)N2C(C)CCCC2C)cc1 (stereo unspecified)
  A = x	B = -4%	C = u	D = x	E = -22%	F = x
Cc1nn(-c2ccccn2)c2c1C(c1ccncc1)C1=C(CC(C)(C)CC1=O)N2 (stereo unspecified)
  A = -6	B = -6%	C = 5.9µM*	D = -3	E = x	F = 3%
CN(C)S(=O)(=O)N1CCC(n2nccc2NC(=O)CCCc2ccccc2)CC1
  A = 14	B = 1%	C = 5.2µM*	D = 20	E = u	F = x
CCN(CC(=O)Nc1c(F)cccc1F)C(=O)CCC(=O)c1ccc(F)cc1
  A = x	B = -15%	C = 12%	D = x	E = 5%	F = x
O=C(NCCN1CCOCC1)c1ccc2c(c1)N(Cc1ccc(Cl)cc1)CCS2
  A = -2	B = 9%	C = u	D = -14	E = u	F = -3%

More results:
Short forms: A = CHX counter; B = HCV inhibitor; C = Pf growth 96h; D = Shiga toxin inh; E = Pf growth 48h; F = Giardia FBPA inh
COc1ccc(C2(C)NC(=O)NC2=O)cc1OC (stereo unspecified)
  A = 0	B = 14%	C = 35%[activator]	D = -7	E = 10%	F = -18%
O=C1CCCCCCC1Sc1ccccc1[N+](=O)[O-] (stereo unspecified)
  A = 3	B = 22%	C = x	D = -16	E = 3%	F = -2%
CCCNC(=O)c1ccc(COc2ccc(C)cc2)o1
  A = 1	B = -1%	C = u	D = -6	E = u	F = 6%
COc1ccc(CC(=O)NCc2ccc3c(c2)cc(C)n3C)cc1OC
  A = 1	B = u	C = u	D = -4	E = -10%	F = -2%
CC1(c2nnc(-c3ccc(Cl)cc3)o2)CC(c2ccc(Cl)cc2)=NO1 (stereo unspecified)
  A = 5	B = 20%[8.37 µM]	C = -8%	D = 3	E = 38%[activator]	F = 1%
COc1ccc(S(=O)(=O)N2CCCOC2CNC(=O)C(=O)NCCc2ccco2)cc1 (stereo unspecified)
  A = -1	B = 15%	C = u	D = -12	E = -18%	F = 4%
Cc1cc2cc(CN(CC3CCCO3)C(=O)c3cnccn3)c(=O)[nH]c2cc1C (stereo unspecified)
  A = -2	B = 8%&10%	C = 10%	D = 0	E = -8%	F = -8%
Nc1nnnn1/N=C/c1ccccc1OCc1ccccc1
  A = -1	B = u	C = u	D = -24	E = 5%	F = -12%
CCOC(=O)c1ccc(NC(=O)c2nccnc2C(=O)O)cc1
  A = 12	B = 10%	C = -24%	D = 24	E = x	F = -15%
O=S(=O)(NC1CCCCC1N1CCN(c2cccc(Cl)c2)CC1)c1ccccc1 (stereo unspecified)
  A = -4	B = -25%	C = -6%	D = -8	E = 15µM*	F = -7%
Cc1ncc(C23CC4CC(CC(C4)C2)C3)[nH]1
  A = -3	B = -5%	C = 39%[activator]	D = -21	E = -16%	F = -4%
COC(=O)c1cn(-c2cccc(C)n2)cn1
  A = 20	B = u	C = 49%[activator]	D = 24	E = 0%	F = 2%
COc1cccc(-c2ncc3ccccc3c2COC(=O)c2ccc(F)cc2)c1
  A = x	B = u	C = u	D = x	E = u	F = x
COc1ccc(OC)c(C2=NOC(C(=O)Nc3cccnc3)C2)c1 (stereo unspecified)
  A = -1	B = -3%	C = 12µM*	D = 7	E = 7%	F = -5%
O=C(NC(=S)Nc1ccc(Br)cc1)C1CCCCC1
  A = 9	B = 5%	C = -5%	D = -10	E = u	F = x
CC(C)(C)C(=O)n1nc(-c2ccccc2)oc1=O
  A = -1	B = 39%[activator]	C = 18%	D = 12	E = -2%	F = -4%
O=C(CSc1nnc(-c2ccc(S(=O)(=O)N3CCCC3)cc2)n1CC1CCCO1)NC1CC1 (stereo unspecified)
  A = -1	B = 11%&0%	C = 1%	D = -3	E = -1%	F = 3%
Cc1ccc2[nH]c(CSc3ccccc3)cc(=O)c2c1
  A = 20	B = u	C = 13µM*	D = 24	E = u	F = 3%
